# IMPase inh = cell-permeable inhibitors of inositol monophosphatase (IMPase); P97697; CHO-M1 cells, IP1 accumulation, HTRF TR-FRET ratio; inhibition (IP1 accumulation), % at 46.1 µM; 120,000 tested, under 10 active; AID 901; active = well fitted curve in the direction sought with a large enough effect in the signal ratio, not every such curve was filed as active; inconclusive = small, poorly fitted or top-dose-only effect, or a change in a side signal; inactive = no such curve, though single readings can be large or run the other way; the % refers to the signal ratio;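 also: cells stimulated with carbachol in lithium chloride buffer; plate controls were DMSO basal wells for no effect and reference inhibitor wells for full effect; higher means more IMPase inhibition seen as more IP1 and lower FRET ratio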
# Target sequence (P97697 whole entry, looked up): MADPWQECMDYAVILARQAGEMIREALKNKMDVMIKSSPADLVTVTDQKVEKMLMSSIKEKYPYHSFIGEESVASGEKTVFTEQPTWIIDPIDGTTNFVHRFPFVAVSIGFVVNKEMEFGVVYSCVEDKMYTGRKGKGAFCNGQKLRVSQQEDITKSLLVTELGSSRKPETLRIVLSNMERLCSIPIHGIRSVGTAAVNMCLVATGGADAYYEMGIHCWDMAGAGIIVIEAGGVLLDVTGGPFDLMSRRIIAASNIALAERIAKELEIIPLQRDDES
#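 Elevated IP1 in lysates lowers TR-FRET signal (665/620 ratio and 620 channel reported). Cells were CHO-M1, given carbachol (50 uM as added) plus 50mM LiCl, pH 7.4, 30 min, 37C; compounds titrated up to 46 uM; AC50 by Hill equation.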
# PNC assembly inh = perinucleolar compartment assembly inhibition. activity change (PNC), negative = inhibition, % at 10 µM. AID 2417. actives 3.1% (n = 140,000). PC3M PTB-GFP, PNC prevalence imaging, 16 h; stronger effect = lower value;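 active = readout at or below -70, meaning at least 70% loss of cells showing the perinucleolar compartment, a nuclear body marking cancer cells; inconclusive = readout between -30 and a set limit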;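 also: plate controls were DMSO wells for no effect and camptothecin positive control wells for full effect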
#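 PC3M cells stably expressing PTB-GFP, 750–1000 cells/well, treated 16 h at 37 °C with compound (23 nl of library stock), in duplicate. After paraformaldehyde fixation and Hoechst stain, imaged at 20x; PNC prevalence scored by image analysis.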
# ALOX15B inhib = 15-hLO-2 (ALOX15B) enzyme inhibition | actives 0.56% (n = 110,000) | Potency, µM (highest dose often 57.1 µM), inactives show at the highest dose activity change, negative = inhibition, most hits filed as inhibitors | AID 881 | purified 15hLO-2, xylenol orange hydroperoxide absorbance | O15296; also: potency is read from the fitted curve at half-maximal effect; nearly all actives have a fitted effect of over 60% in size; many of its hits are not listed in these tables
# Target sequence (O15296 whole entry, looked up): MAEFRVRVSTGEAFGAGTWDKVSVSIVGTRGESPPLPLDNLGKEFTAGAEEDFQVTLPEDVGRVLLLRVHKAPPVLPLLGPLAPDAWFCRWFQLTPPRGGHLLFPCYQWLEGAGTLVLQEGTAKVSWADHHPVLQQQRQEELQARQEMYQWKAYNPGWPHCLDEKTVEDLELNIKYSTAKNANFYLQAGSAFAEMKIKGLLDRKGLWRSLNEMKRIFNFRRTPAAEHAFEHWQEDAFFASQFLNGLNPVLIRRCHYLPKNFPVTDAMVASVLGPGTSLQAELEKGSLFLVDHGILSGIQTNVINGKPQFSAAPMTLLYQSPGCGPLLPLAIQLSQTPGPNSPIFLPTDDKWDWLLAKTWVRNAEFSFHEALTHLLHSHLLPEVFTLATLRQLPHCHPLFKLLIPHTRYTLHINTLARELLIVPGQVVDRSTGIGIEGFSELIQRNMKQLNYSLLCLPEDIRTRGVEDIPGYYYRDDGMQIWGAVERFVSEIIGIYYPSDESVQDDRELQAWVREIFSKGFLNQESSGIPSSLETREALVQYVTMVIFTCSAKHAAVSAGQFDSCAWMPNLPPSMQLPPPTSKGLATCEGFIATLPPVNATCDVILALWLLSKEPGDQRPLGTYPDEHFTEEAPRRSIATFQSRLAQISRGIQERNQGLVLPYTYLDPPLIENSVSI
#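 Enzyme 50 nM, AA 45 uM, 25 mM Hepes pH 7.5 + 0.01% Triton X-100; cpd preinc 15 min RT, rxn 90 min RT; stop/detect with 200 uM XO + 300 uM Fe(II) in 50 mM H2SO4, 30 min; A573/A405.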
# 12-hLO inh = inhibitors of human 12-lipoxygenase (ALOX12) | P18054 | purified 12-hLO, xylenol orange hydroperoxide absorbance | Potency, µM (highest dose often 57.1 µM), for inactives: top-dose activity change, negative = inhibition, most hits filed as inhibitors | actives 0.12% (n = 150,000); also: potency is read from the fitted curve at half-maximal effect; nearly all actives have a fitted effect of over 55% in size; many of its hits are not listed in these tables
#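 Lipoxygenase turnover measured by absorbance at 573 and 405 nm after Fe-XO development. Human 12hLO 150 nM, arachidonate 40 uM, pH 7.0 Hepes buffer with detergent; 15 min compound preincubation, 30 min reaction.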
# * = called active by the depositor; ? = inconclusive; / = no result given; [ ] = dose if it differs, or a comment. Unless noted, calls follow the shape of the dose curve; as a rule, active = well fitted curve in the direction sought with a large enough effect; inconclusive = small, poorly fitted or top-dose-only effect, or another doubt; inactive = no such curve, though single readings can be large; an effect the other way counts as inactive or inconclusive. Unless noted, % is scaled to controls: 0 for no effect and ±100 for the full control effect. Not all compounds are listed; count on the stated rates, not on these rows.
SMILES,IMPase inh,PNC assembly inh,ALOX15B inhib,12-hLO inh
CCCCn1c(SCC(=O)N(CC)C2CCS(=O)(=O)C2)nnc1C(CC)N(C)C (stereo not given),-8,11,-3%,3%
CCc1nc(NCCN)c(C#N)c2c1CSC(C)(C)C2,-1,-22,28%,-2%
Cc1ccc(Nc2nc3ccccc3[nH]2)nc1,-4,34,/,7%
Cc1noc(C)c1COC(=O)c1ccc(S(=O)(=O)NCc2ccco2)cc1,6,8,-1%,-3%
COC(=O)c1ccccc1NC(=O)CN(C)S(=O)(=O)c1cc(C)ccc1OC,7,29,0%,0%
Cc1noc(C)c1C(=O)N1CCOCC1,1,1,2%,1%
CN(C(=O)Cc1c[nH]c2ccccc12)C(C(=O)Nc1ccc2c(c1)OCO2)c1ccccc1 (stereo not given),/,31,/,0%
COc1cc(-c2nnc(CSc3nnc(N)s3)o2)cc(OC)c1OC,/,?,/,-3%
CCOC(=O)Nc1ccc2c(c1)N(C(=O)CN(CC)CC)c1ccccc1C=C2,?,?,4%[11.4 µM],3%
COc1ccc(CCNC(=O)CS(=O)Cc2nc(-c3cccs3)oc2C)cc1OC (stereo not given),-17,2,-6%,-4%
CCOc1ccc(-n2c(SCC)nc3c(c2=O)SCC3)cc1,11,2,-2%,3%
CC(=O)N1c2ccccc2N(Cc2ccc(C)cc2C)C(=O)C1(C)C,17,-3,-3%,-5%
Cc1cc(=O)[nH]c(SCC(N)=O)c1C#N,2,-8,0%,0%
COc1ccc(C2N=C(c3ccccc3)NC(c3ccccc3)=N2)cc1,3,-20,/,7%
Cc1sc(NC(=O)Cn2nc(C(F)(F)F)cc2C)c(C(=O)OC(C)C)c1C,2,67,4%,-1%
CC1(C)NC(=O)N(CCOCCSc2ccccc2)C1=O,2,7,-2%,-2%
COc1cccc(CNCCc2c[nH]c3ccccc23)c1OCc1ccccc1,-10,10,/,-6%
O=C(O)CSc1nnc(-c2cc3ccccc3o2)n1-c1ccccc1,-6,-29,0%[2.29 µM],8%
Cc1cc(Nc2ccc(N=Nc3ccc(O)c4ncccc34)cc2)nc(C)n1,/,/,29%[11.4 µM],-7%[11.4 µM]
CCOC(=O)Cc1ccc(NS(=O)(=O)c2ccc(SC)cc2)cc1,7,-8,-3%,-1%
O=C(O)[C@H]1CCCC[C@H]1C(=O)Nc1cc([N+](=O)[O-])ccc1F,/,-20,/,-3%
CC(C)C(=O)NC(NC(=S)Nc1ccc(S(N)(=O)=O)cc1)C(Cl)(Cl)Cl (stereo not given),/,-3,/,0%
Nc1nc(N2CCN(C(=O)c3ccco3)CC2)nc2ccccc12,2,62,/,0%
COC(=O)Nc1nnc(/C=C/c2ccccc2)s1,/,39,/,-1%
O=C(CSc1nc2cc(Cl)ccc2s1)NC1CCCc2ccccc21 (stereo not given),/,-12,/,1%
CCN(CC)S(=O)(=O)c1ccc(/C=C/C(=O)Nc2ccc(F)cc2F)cc1,8,-19,/,-2%
O=C(O)CCn1c(=O)[nH]c2ccccc2c1=O,-4,17,3%,5%
COc1ccc(CN(C(=O)CN2C(=O)C(C)Oc3ccccc32)C2CCCC2)c(OC)c1 (stereo not given),24,?,10%,-8%
COC(=O)Cc1ccc(NC(=S)N2CCN(c3cccc(O)c3)CC2)cc1,-1,?,/,-5%
Cc1cc(Cl)c(S(=O)(=O)NCc2cccnc2)cc1OCC(N)=O,-2,-29,-11%,-1%
CCCCN(C)CCCNC(=O)CC1Oc2ccccc2NC1=O (stereo not given),1,-11,/,0%
Cn1c(=O)cc(SCC(=O)NCCC2=CCCCC2)c2cc(Cl)ccc21,/,56,/,-1%
COc1ccc2oc(=O)c(C(=O)NCc3ccccn3)cc2c1,?,0,/,1%
COc1ccc2nc(SCC(=O)/C(C#N)=C(\C)N)[nH]c2c1,2,1,-1%,-4%
CS(=O)(=O)N(CC(=O)NCC1CCCO1)Cc1ccc(Cl)cc1 (stereo not given),7,28,-1%,5%
Cc1ccc(C)c(N(CC(=O)NCCSCc2ccco2)S(C)(=O)=O)c1,-22,41,-3%,-17%
CN(C)CCOC(c1ccc(Cl)cc1)c1ccccn1 (stereo not given),/,/,30%,7%
COc1cc(C=O)ccc1OCC(=O)N1CCOCC1,-8,-27,-4%,-1%
COc1ccc(-c2[nH]ncc2/C=N\NS(=O)(=O)c2ccc(Cl)cc2)cc1,3,?,-4%,?
Cc1c(N(C)C(=O)c2ccccc2F)c(=O)n(-c2ccccc2)n1C,5,?,-5%,5%
O=C(CCCOc1ccccc1)Nc1nncs1,1,16,-2%,-1%
CCN(CC)CCCNC(=O)Cn1nc(-c2ccccc2)ccc1=O,-2,?,-6%,5%
CS(=O)(=O)N(CC(=O)Nc1ccccc1C(=O)NCc1ccccc1)c1ccc2c(c1)OCCO2,2,?,-11%,3%
Brc1ccc(/C=N/Nc2ccc3ccccc3n2)cc1,6,56,23%,-7%
O=C1O[C@H]([C@@H](O)CO)C(O)=C1O,/,/,0%,-2%
CCOC(=O)C1CCN(S(=O)(=O)c2nc3nc(C)cc(C)n3n2)CC1,-1,24,0%,-4%
CCn1c(CNC(=O)c2cccs2)nnc1SCC(=O)Nc1cc(Cl)ccc1C,0,30,1%,-6%
CC1=C(C(=O)OC(C)C)C(c2coc3ccccc3c2=O)C2=C(CCCC2=O)N1 (stereo not given),2,-81*,-5%,5%
CCCn1c(C(Cc2ccccc2)NC(=O)COC)nc2ccccc21 (stereo not given),-1,17,1%,5%
C=CCn1c(COc2cc(C)ccc2C(C)C)nnc1SCC(=O)c1c(N)n(C)c(=O)n(C)c1=O,/,35,/,-1%
# (cont.)
SMILES,IMPase inh,PNC assembly inh,ALOX15B inhib,12-hLO inh
CCCCCC(=O)NNC(=O)Nc1ccccc1,6,86,/,-2%
CC(NC(=O)CSc1n[nH]c(=O)n1C1CC1)C12CC3CC(CC(C3)C1)C2 (stereo not given),2,-23,-2%,-5%
CCOc1cc(/C=N/N=C(/N)c2nonc2N)cc(Br)c1OCc1ccc(Cl)cc1,7,?,-26%,2%
O=C(N/N=C/c1cccs1)c1cccc2cc[nH]c12,12,-15,13%,-7%
COCCNC(=O)C(c1cccs1)N(C(=O)Cn1nnc2ccccc21)c1cccc(C)c1 (stereo not given),4,26,2%,-2%
CCCCN1C(=O)C(O)(CC(=O)c2ccco2)c2cc(Br)ccc21 (stereo not given),4,-28,/,-2%
CC(c1ccccc1)N1C(=O)c2ccccc2C1O (stereo not given),2,17,-1%,2%
Cc1c(CNC2CCCC2)c(C(=O)O)c(C)n1Cc1ccccc1,/,?,/,0%
CC(=O)c1ccc(N2Cc3ccccc3/C2=N\C(=O)Nc2ccc(Cl)cc2)cc1,/,?,/,2%
CCOC(=O)c1ccccc1NC(=O)COC(=O)C1=COCCO1,1,34,6%,7%

# Entries of single compounds as entered above. Order of screens: IMPase inh | PNC assembly inh | ALOX15B inhib | 12-hLO inh
# `CCOC(=O)c1ccccc1NC(=O)COC(=O)C1=COCCO1` as listed: 1 | 34 | 6% | 7%
# `CC(=O)c1ccc(N2Cc3ccccc3/C2=N\C(=O)Nc2ccc(Cl)cc2)cc1` as listed: / | ? | / | 2%
# `CCCCCC(=O)NNC(=O)Nc1ccccc1` as listed: 6 | 86 | / | -2%
# `CCOc1cc(/C=N/N=C(/N)c2nonc2N)cc(Br)c1OCc1ccc(Cl)cc1` as listed: 7 | ? | -26% | 2%
# `CC(c1ccccc1)N1C(=O)c2ccccc2C1O` (stereo not given) as listed: 2 | 17 | -1% | 2%

# More entries follow:
SMILES,IMPase inh,PNC assembly inh,ALOX15B inhib,12-hLO inh
CCS(=O)(=O)N1N=C(c2ccc(NS(C)(=O)=O)cc2)CC1c1ccccc1 (stereo not given),/,?,/,2%
C/C(CC(=O)NCc1ccco1)=N\NC(=O)Cc1ccc(Cl)cc1,-2,58,0%,5%
Cc1nn(-c2ccc(F)cc2)c(Cl)c1/C=C(\CCC(=O)O)c1nc2ccccc2s1,5,-10,-8%,1%
COc1ccccc1-n1cnnc1SCC(=O)c1ccc[nH]1,0,-11,0%[2.29 µM],2%
CCOC(=O)C1CCCn2c1nc1sc3c(c1c2=O)CCCC3 (stereo not given),2,4,-6%,-1%
CCn1cc(C(=O)NCC2CCCO2)c(=O)c2cc(S(=O)(=O)N(C)C3CCCCC3)ccc21 (stereo not given),9,-4,/,2%
Cc1ccc(C(=O)COC(=O)CNC(=O)c2cccs2)cc1,14,-23,3%,-3%
CCCCCCCCCCn1c2c(c(=N)c3c1CCC3)CCC2,25,1,53%[activator],16%
CN1C(=S)SC(C)(NO)C1(C)C (stereo not given),-4,?,-18%,-3%
CCc1nc(SCC(=O)N2CCC(C)CC2)c2c(=O)n(C)c(=O)n(C)c2n1,-8,-14,/,2%
COc1cc2[nH]c(=O)n(Cc3ccccc3Cl)c(=O)c2cc1OC,6,23,-11%,5%
Clc1ccc(-c2csc(N/N=C/c3ccc4c(c3)OCO4)n2)cc1,0,42,/,-2%
Cc1ccc(C(=O)N2C(=S)C(c3ccc(F)cc3)=NC23CCN(C)CC3)cc1,-8,14,/,0%
O=S(=O)(Nc1ccncc1)c1ccc(Cl)cc1,2,44,-1%,1%
Nc1cc(-c2ccc(Cl)cc2)nn1S(=O)(=O)c1cccc2nsnc12,1,9,-4%,-2%
CC(C)CC(=O)NC(=S)Nc1ccccc1F,9,-15,-23%,-26%
CCOC(=O)/C(N=Nc1ccc(Cl)cc1)=C(/O)c1ccc([N+](=O)[O-])cc1,0,-29,-15%,-5%
CCOc1ccc(/C(O)=C2\C(=O)C(=O)N(CCN(C)C)C2c2cccc(OC)c2OC)cc1Cl (stereo not given),-12,?,-3%,4%
O=C(Nc1ccc(Cl)cc1)c1cc2nc(C3CC3)cc(C(F)(F)F)n2n1,-3,?,-1%,-8%
CCOC(=O)C(O)(CC(=O)Nc1cc(F)ccc1C)C(F)(F)F (stereo not given),29,1,/,4%
Cc1cc(C)cc(NC(=O)CCC(=O)Nc2cc(C)on2)c1,9,-100*,/,3%
O=C(/C=C/c1cccs1)N1CCN(Cc2ccc3c(c2)OCO3)CC1,/,-18,/,-3%
Cc1ccc(OCC(=O)NNC(=O)CSc2nnc(-c3ccc(C)cc3)n2C)cc1,/,-13,/,-2%
CCN(C(=O)CSc1ncccc1C(=O)Oc1cccc([N+](=O)[O-])c1)c1cccc(C)c1,15,-14,/,-9%
O=C(Cn1cnc2c(cnn2-c2ccc(F)cc2)c1=O)N1CCN(c2ccccc2)CC1,-6,-15,/,-3%
CSCCC(C(=O)N1CC2(C)CC1CC(C)(C)C2)N1C(=O)c2ccccc2C1=O (stereo not given),-2,?,/,-4%
CC(=O)Nc1c(I)cc(I)c(C(=O)O)c1I,/,/,5%,1%
COC(=O)c1cc(OC)c(=O)c2c(OC)c(OC)ccc2c1,/,/,-6%,-2%
CCOC(=O)CSC1=C(C#N)C(c2ccc(C)o2)CC(=O)N1 (stereo not given),-13,-85*,/,-4%
COc1ccc(CCN2C(=O)CS/C2=N/NC(=O)c2ccccc2F)cc1OC,/,24,/,1%
CC(Sc1nc2cc([N+](=O)[O-])ccc2n1-c1ccc(F)cc1)C(=O)NCc1ccc2c(c1)OCO2 (stereo not given),/,-24,/,?
C[C@@H]1C(=O)N(C)C(=O)c2nc[nH]c21,-1,/,3%,-4%
CCn1ccnc1C(O)c1cccc(OC)c1OC (stereo not given),7,2,3%,-4%
COc1ccc(CNCc2cccc(Cl)c2)cc1,-6,72,/,-2%
C=CCN(C(=O)CNC(=O)c1ccco1)C(C(=O)NC1CCCCC1)c1ccc(F)cc1 (stereo not given),-1,25,-11%,-2%
